LMP1 NFkB inh – reduces LMP1-driven NF-kappaB luciferase signal; LMP1-induced NF-kappaB luciferase reporter cells, luminescence; inhibition, % at 12.5 µM; actives 0.69% (n = 350,000); AID 504558; in the data active = inhibition above about 41%;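 also: 0% = neutral control wells and 100% = reference inhibitor control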
TLR9-MyD88 block – inhibitors of human TLR9-MyD88 binding; inhibition, % at 4.98 µM; actives 0.21% (n = 340,000); CHO BLA complementation TLR9-MyD88, CCF4 FRET ratio;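 active = inhibition above the mean over all tested compounds plus 3 SD, cut at about 21% in these data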;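 also: 0% = DMSO only wells and 100% = clavulanate BLA inhibitor control wells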
C8 TRAIL sens – caspase-8 TRAIL sensitization. NB7+C8 cells + TRAIL, ATPlite viability luminescence. inhibition (viability loss, TRAIL sensitization), % at 10 µM. actives 1% (n = 360,000);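 active = compounds causing at least 50% loss of cell viability in the single-dose screen, relative to plate controls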
SRC3 inh – human NCOA3 inhibition; Q9Y6Q9; HEK293 GAL4-SRC3 luciferase reporter, luminescence; inhibition, % at 3.6 µM; actives 0.17% (n = 360,000); AID 588352;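 active = inhibition above a per-campaign cutoff, the mean of all compounds plus 3 SD, cut at about 60% in these data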;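 also: 0% = DMSO-treated cells and 100% = gossypol-treated cells at 36 µM; higher means less SRC3-driven luciferase light from the GAL4 reporter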
NCOA1 inh – inhibits human SRC1 coactivator; Q15788; HEK293 GAL4-SRC1 luciferase reporter, luminescence; inhibition, % at 3.6 µM; actives 0.12% (n = 360,000);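 active = inhibition above the campaign mean plus 3 SD, with each screening campaign given its own cutoff, cut at about 60% in these data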;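 also: 0% = DMSO treated cells and 100% = gossypol at 36 µM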
SRC2 inh – human SRC2 (NCOA2) inhibition; Q15596; HEK293 GAL4-SRC2 luciferase reporter, luminescence; inhibition, % at 9 µM; actives 0.17% (n = 370,000);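 active = inhibition above the mean inhibition of all tested compounds plus 3 SD, set per campaign, cut at about 52% in these data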;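 also: 0% = DMSO treated cells and 100% = cells given Gossypol at 36 µM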
LRH-1 inv ag – inverse agonists of human LRH-1 (NR5A2) | HEK293T StAR-luciferase reporter, LRH-1 transfected, 24 h | inhibition, % at 3.6 µM | AID 602396 | O00482 | actives 0.13% (n = 360,000);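 active = inhibition above the mean inhibition of all tested compounds plus 3 SD, cut at about 73% in these data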;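 also: 0% = DMSO wells and 100% = reporter-only cells lacking LRH-1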
Target sequence (O00482 whole entry, looked up): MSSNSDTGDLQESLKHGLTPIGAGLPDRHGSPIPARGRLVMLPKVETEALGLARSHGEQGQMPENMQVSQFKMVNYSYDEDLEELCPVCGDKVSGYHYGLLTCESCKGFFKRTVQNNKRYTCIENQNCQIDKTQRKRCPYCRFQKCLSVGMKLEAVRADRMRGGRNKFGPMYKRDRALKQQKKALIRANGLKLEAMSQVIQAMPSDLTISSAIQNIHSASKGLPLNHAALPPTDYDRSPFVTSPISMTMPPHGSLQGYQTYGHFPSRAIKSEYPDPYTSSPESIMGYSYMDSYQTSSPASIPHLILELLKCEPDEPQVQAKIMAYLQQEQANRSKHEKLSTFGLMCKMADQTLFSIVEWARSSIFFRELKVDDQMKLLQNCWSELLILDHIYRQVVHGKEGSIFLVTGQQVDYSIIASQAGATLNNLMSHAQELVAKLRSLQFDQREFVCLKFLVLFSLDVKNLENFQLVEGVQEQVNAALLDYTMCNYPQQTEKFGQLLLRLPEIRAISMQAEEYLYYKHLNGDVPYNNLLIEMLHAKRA
TWEAK Fn14 block – TWEAK-Fn14 signaling inhibition; actives 2% (n = 360,000); TWEAK-stimulated Fn14 reporter cells, luciferase luminescence, 8 h; inhibition, % at 10 µM; AID 1159606; in the data active = inhibition above about 50%
TROY signal inh – TROY signaling inhibition; Q293 LMP1-TROYcd NF-kB luciferase reporter, 4 h; inhibition, % at 10 µM; actives 0.98% (n = 360,000); AID 1347056;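 active = compounds whose plate-normalised and pattern-corrected inhibition of the luciferase reporter signal at the single screening dose is 50% or more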
NR2F2 inh – inhibitors of human COUP-TFII (NR2F2); HEK293T NGFI-A luciferase reporter, luminescence; inhibition, % at 8.6 µM; P24468; actives 0.7% (n = 370,000);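 active = inhibition above a per-plate cutoff, mean inhibition of test wells between control levels plus 3 SD, cut at about 38% in these data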;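 also: cells cotransfected with COUP-TFII expression vector driving the NGFI-A reporter; 0% = median of COUP-TF2 test wells and 100% = reporter-only cells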
NOD2 RIPK2 PPI – blocks binding of human NOD2 to RIPK2 | CHO BLA complementation NOD2-RIPK2, CCF4 ratio | inhibition, % at 4.98 µM | actives 0.38% (n = 360,000); in the data active = inhibition above about 21%;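 also: 0% = vehicle only and 100% = reference blocker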
Target sequence (O43353 whole entry, looked up): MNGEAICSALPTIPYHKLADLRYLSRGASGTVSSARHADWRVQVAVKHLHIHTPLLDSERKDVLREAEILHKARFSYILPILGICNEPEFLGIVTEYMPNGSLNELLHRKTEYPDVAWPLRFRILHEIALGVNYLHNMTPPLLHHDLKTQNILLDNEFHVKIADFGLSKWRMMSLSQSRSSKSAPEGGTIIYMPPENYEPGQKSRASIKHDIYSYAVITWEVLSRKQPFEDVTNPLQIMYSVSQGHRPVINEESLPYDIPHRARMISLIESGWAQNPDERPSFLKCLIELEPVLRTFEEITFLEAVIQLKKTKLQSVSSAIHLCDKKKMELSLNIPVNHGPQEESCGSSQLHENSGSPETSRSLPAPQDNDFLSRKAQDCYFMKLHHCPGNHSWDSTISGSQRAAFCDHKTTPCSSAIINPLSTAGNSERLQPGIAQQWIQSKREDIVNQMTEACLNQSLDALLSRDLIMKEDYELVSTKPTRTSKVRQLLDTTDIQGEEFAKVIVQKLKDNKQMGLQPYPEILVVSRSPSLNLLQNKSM
* = called active by the depositor. Only part of the results is shown; rates above refer to the full screens.

Screening CCCc1c(C(=O)N/N=C/c2ccc(-c3ccccc3)cc2)nnn1-c1nonc1N returned LMP1 NFkB inh 8, TLR9-MyD88 block 0, C8 TRAIL sens 7, SRC3 inh -5, NCOA1 inh -4, SRC2 inh 8, LRH-1 inv ag 0, TWEAK Fn14 block -12, TROY signal inh 7, NR2F2 inh -7 and NOD2 RIPK2 PPI -21.
For COC(=O)c1ccc(CNC(=O)CN2C(=O)NC(Cc3ccccc3)(c3ccccc3)C2=O)cc1 (stereo unspecified) the results were LMP1 NFkB inh 0, TLR9-MyD88 block 2, C8 TRAIL sens 8, SRC3 inh 8, NCOA1 inh -7, SRC2 inh 10, LRH-1 inv ag -1, TWEAK Fn14 block 11, TROY signal inh 0, NR2F2 inh -6 and NOD2 RIPK2 PPI 4.
Screening COCCNC(=O)CSc1nc2scc(-c3ccccc3)c2c(=O)[nH]1 returned LMP1 NFkB inh 0, TLR9-MyD88 block 4, C8 TRAIL sens 8, SRC3 inh 23, NCOA1 inh 0, SRC2 inh -18, LRH-1 inv ag -10, TWEAK Fn14 block 11, TROY signal inh -15, NR2F2 inh -8 and NOD2 RIPK2 PPI -2.
Screening COC(=O)c1sc(NC(=O)COc2cccc3ccccc23)nc1C returned LMP1 NFkB inh 4, TLR9-MyD88 block 4, C8 TRAIL sens 1, SRC3 inh 1, NCOA1 inh -1, SRC2 inh -22, LRH-1 inv ag 2, TWEAK Fn14 block -11, TROY signal inh -5, NR2F2 inh -12 and NOD2 RIPK2 PPI -11.
Screening Cc1ccc(S(=O)(=O)C2(C(=O)N3CCN(C4CCCCC4)CC3)CC2)cc1 returned LMP1 NFkB inh -7, TLR9-MyD88 block -28, C8 TRAIL sens -6, SRC3 inh 6, NCOA1 inh -2, SRC2 inh -16, LRH-1 inv ag 0, TWEAK Fn14 block 9, TROY signal inh 2, NR2F2 inh -5 and NOD2 RIPK2 PPI 1.
For O=C(OCC(=O)N1N=C(c2ccc(Cl)cc2)CC1c1ccco1)c1cncc(Br)c1 (stereo unspecified) the results were LMP1 NFkB inh 26, TLR9-MyD88 block -6, C8 TRAIL sens 2, SRC3 inh -38, NCOA1 inh -13, SRC2 inh 4, LRH-1 inv ag -28, TWEAK Fn14 block 18, TROY signal inh -21, NR2F2 inh -12 and NOD2 RIPK2 PPI -6.
`O=C(/C=C/Nc1ccc(Nc2ccccc2)cc1)c1cccs1` gave LMP1 NFkB inh -45, TLR9-MyD88 block 14, C8 TRAIL sens 1, SRC3 inh -71, NCOA1 inh -61, SRC2 inh -7, LRH-1 inv ag -16, TWEAK Fn14 block 11, TROY signal inh -60, NR2F2 inh -22 and NOD2 RIPK2 PPI 8.
CC(=O)Nc1ccc(S(=O)(=O)N2CN(c3ccc(C)cc3)c3nc4ccccc4nc32)cc1 was read as LMP1 NFkB inh -2, TLR9-MyD88 block 2, C8 TRAIL sens 14, SRC3 inh -6, NCOA1 inh -2, SRC2 inh 10, LRH-1 inv ag 1, TWEAK Fn14 block 16, TROY signal inh 0, NR2F2 inh -4 and NOD2 RIPK2 PPI -4.
For C=C(C)[C@H]1CC=C(C)/C(=N/NC(=O)CNc2ccccc2OC)C1 the results were LMP1 NFkB inh -6, TLR9-MyD88 block -3, C8 TRAIL sens 4, SRC3 inh -10, NCOA1 inh -12, SRC2 inh 18, LRH-1 inv ag 5, TWEAK Fn14 block 9, TROY signal inh 0, NR2F2 inh -6 and NOD2 RIPK2 PPI 5.
`COc1ccc(C)cc1NC(=O)C(NC(=O)c1cc(OC)c(OC)c(OC)c1)C(C)C` (stereo unspecified) gave LMP1 NFkB inh -5, TLR9-MyD88 block -15, C8 TRAIL sens 5, SRC3 inh 20, NCOA1 inh 4, SRC2 inh -27, LRH-1 inv ag 7, TWEAK Fn14 block -12, TROY signal inh 10, NR2F2 inh -3 and NOD2 RIPK2 PPI -13.
For Cc1csc(=O)n1CCC(=O)OCC(=O)Nc1ncc(Cl)cc1Cl the results were LMP1 NFkB inh -8, TLR9-MyD88 block -1, C8 TRAIL sens -8, SRC3 inh -6, NCOA1 inh -6, SRC2 inh -36, LRH-1 inv ag -6, TWEAK Fn14 block -13, TROY signal inh -6, NR2F2 inh -22 and NOD2 RIPK2 PPI 3.
Cc1ccc(S(=O)(=O)N2CCSC2C(=O)O)cc1 (stereo unspecified) was read as LMP1 NFkB inh 0, TLR9-MyD88 block -4, C8 TRAIL sens -8, SRC3 inh 15, NCOA1 inh -20, SRC2 inh -10, LRH-1 inv ag 13, TWEAK Fn14 block -9, TROY signal inh -5, NR2F2 inh -2 and NOD2 RIPK2 PPI 1.
For O=C(COc1ccc(Br)cc1CO)Nc1ccc(S(=O)(=O)N2CCCC2)cc1 the results were LMP1 NFkB inh 17, TLR9-MyD88 block -2, C8 TRAIL sens 9, SRC3 inh 8, NCOA1 inh -7, SRC2 inh -13, LRH-1 inv ag 15, TWEAK Fn14 block -6, TROY signal inh 6, NR2F2 inh -2 and NOD2 RIPK2 PPI 7.
Screening COc1ccc(OCCC(=O)NC2=NCCS2)cc1 returned LMP1 NFkB inh -8, TLR9-MyD88 block 3, C8 TRAIL sens 9, SRC3 inh -2, NCOA1 inh -29, SRC2 inh 15, LRH-1 inv ag 6, TWEAK Fn14 block -16, TROY signal inh -25, NR2F2 inh -31 and NOD2 RIPK2 PPI 9.
For Cc1cccc(Nc2nnc(SCC(=O)N(C)C3CCS(=O)(=O)C3)s2)c1C (stereo unspecified) the results were LMP1 NFkB inh -6, TLR9-MyD88 block -3, C8 TRAIL sens -4, SRC3 inh 3, NCOA1 inh -1, SRC2 inh 5, LRH-1 inv ag 2, TWEAK Fn14 block 18, TROY signal inh 0, NR2F2 inh -10 and NOD2 RIPK2 PPI -4.
For COc1cc(NC(=S)NC(=O)c2cc(C)cc(C)c2)ccc1NC(=O)c1cccs1 the results were LMP1 NFkB inh 6, TLR9-MyD88 block 6, C8 TRAIL sens 7, SRC3 inh -2, NCOA1 inh -23, SRC2 inh 9, LRH-1 inv ag 2, TWEAK Fn14 block -13, TROY signal inh -15, NR2F2 inh 0 and NOD2 RIPK2 PPI 8.
`CC(C)(C)OC(=O)N1CCCC(C(=O)Nc2ccc(C(=O)N3CCCC3)cc2)C1` (stereo unspecified) gave LMP1 NFkB inh -2, TLR9-MyD88 block -1, C8 TRAIL sens -13, SRC3 inh 0, NCOA1 inh -1, SRC2 inh 5, LRH-1 inv ag -13, TWEAK Fn14 block -11, TROY signal inh 0, NR2F2 inh 7 and NOD2 RIPK2 PPI -15.
`O=C(OCC(=O)N1CCCC1=O)c1cccc([N+](=O)[O-])c1` gave LMP1 NFkB inh 2, TLR9-MyD88 block -1, C8 TRAIL sens -10, SRC3 inh 14, NCOA1 inh -6, SRC2 inh 4, LRH-1 inv ag 0, TWEAK Fn14 block 2, TROY signal inh 4, NR2F2 inh 6 and NOD2 RIPK2 PPI 0.
O=C(O)CCCCCCCCCCCc1ccccc1 was read as LMP1 NFkB inh -2, TLR9-MyD88 block -1, C8 TRAIL sens 0, SRC3 inh 8, NCOA1 inh -1, SRC2 inh -10, LRH-1 inv ag -6, TWEAK Fn14 block 5, TROY signal inh -17, NR2F2 inh -10 and NOD2 RIPK2 PPI 3.
`COc1ccc(NC(=O)CCOc2ccccc2)cc1` gave LMP1 NFkB inh -27, TLR9-MyD88 block -11, C8 TRAIL sens -6, SRC3 inh -35, NCOA1 inh -68, SRC2 inh -46, LRH-1 inv ag -84, TWEAK Fn14 block -6, TROY signal inh -36, NR2F2 inh -41 and NOD2 RIPK2 PPI 5.
For CC1CN(S(=O)(=O)c2cccc(C(=O)NCC(c3cccs3)N3CCOCC3)c2)CC(C)O1 (stereo unspecified) the results were LMP1 NFkB inh -1, TLR9-MyD88 block 12, C8 TRAIL sens 4, SRC3 inh 0, NCOA1 inh 1, SRC2 inh 28, LRH-1 inv ag 4, TWEAK Fn14 block 1, TROY signal inh -1, NR2F2 inh 15 and NOD2 RIPK2 PPI 5.
Screening c1ccc(N2CCN(Cc3nnnn3C3CCCCC3)CC2)cc1 returned LMP1 NFkB inh 5, TLR9-MyD88 block 3, C8 TRAIL sens -14, SRC3 inh 12, NCOA1 inh 9, SRC2 inh 17, LRH-1 inv ag 3, TWEAK Fn14 block -22, TROY signal inh 4, NR2F2 inh 3 and NOD2 RIPK2 PPI -7.
Screening CCOc1ccc(NC(=O)CN(C)S(=O)(=O)c2cccc3cccnc23)cc1 returned LMP1 NFkB inh 8, TLR9-MyD88 block -11, C8 TRAIL sens 11, SRC3 inh 13, NCOA1 inh -4, SRC2 inh 1, LRH-1 inv ag -26, TWEAK Fn14 block -5, TROY signal inh -18, NR2F2 inh 2 and NOD2 RIPK2 PPI -20.
OCC[C@H]1C[C@H](O)[C@@H](O)[C@@]2(CCc3ccccc3O2)O1 was read as LMP1 NFkB inh 0, TLR9-MyD88 block -9, C8 TRAIL sens -6, SRC3 inh -2, NCOA1 inh -2, SRC2 inh -12, LRH-1 inv ag 9, TWEAK Fn14 block -3, TROY signal inh -8, NR2F2 inh -9 and NOD2 RIPK2 PPI -10.
O=C(Nn1c(SCc2ccccc2F)nc2ccsc2c1=O)c1ccccc1 was read as LMP1 NFkB inh -46, TLR9-MyD88 block -7, C8 TRAIL sens 10, SRC3 inh -1, NCOA1 inh -2, SRC2 inh -47, LRH-1 inv ag -6, TWEAK Fn14 block 4, TROY signal inh 5, NR2F2 inh 0 and NOD2 RIPK2 PPI 2.
`C=CCN1C(=O)/C(=C/c2ccc(OCC(=O)O)cc2)S/C1=N/c1nccs1` gave LMP1 NFkB inh -3, TLR9-MyD88 block -8, C8 TRAIL sens -5, SRC3 inh 18, NCOA1 inh -15, SRC2 inh -9, LRH-1 inv ag -10, TWEAK Fn14 block -3, TROY signal inh 9, NR2F2 inh -2 and NOD2 RIPK2 PPI -4.
c1ccc2c(c1)Cc1cc3ccccc3nc1-2 was read as LMP1 NFkB inh -33, TLR9-MyD88 block 10, C8 TRAIL sens 40, SRC3 inh -94, NCOA1 inh -81, SRC2 inh -53, LRH-1 inv ag -105, TWEAK Fn14 block 28, TROY signal inh -17, NR2F2 inh -38 and NOD2 RIPK2 PPI 3.
`O=C(CSc1ccsc1[N+](=O)[O-])N1CCN(c2ccccc2)CC1` gave LMP1 NFkB inh -2, TLR9-MyD88 block 5, C8 TRAIL sens -1, SRC3 inh -22, NCOA1 inh 2, SRC2 inh 1, LRH-1 inv ag 1, TWEAK Fn14 block 5, TROY signal inh -4, NR2F2 inh 18 and NOD2 RIPK2 PPI -3.
`CC(=O)c1sc(Nc2ccc(Oc3ccccc3)cc2)nc1C` gave C8 TRAIL sens 35, SRC3 inh -202, NCOA1 inh -123, SRC2 inh -79, LRH-1 inv ag -190, TWEAK Fn14 block 9, TROY signal inh -1, NR2F2 inh -31 and NOD2 RIPK2 PPI 4.
